dFosB act: activators of delta FosB homodimer, primary screen, biochemical, fluorescence polarization, TAMRA-CDK5 oligo, single point; Protein FosB (Mus musculus), P13346; purified delta FosB; percent of positive-control signal above neutral wells; activation, % at 25 µM; 340,000 tested, 0.99% active; AID 493131, 2011;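 active = mean activation above about 17%, with every replicate also reaching it, limit read from the data, passing the limit was not always enough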;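 note: fluorescence polarization rise as delta FosB binds a TAMRA Cdk5 AP-1 oligo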
Target sequence (P13346 whole entry, looked up): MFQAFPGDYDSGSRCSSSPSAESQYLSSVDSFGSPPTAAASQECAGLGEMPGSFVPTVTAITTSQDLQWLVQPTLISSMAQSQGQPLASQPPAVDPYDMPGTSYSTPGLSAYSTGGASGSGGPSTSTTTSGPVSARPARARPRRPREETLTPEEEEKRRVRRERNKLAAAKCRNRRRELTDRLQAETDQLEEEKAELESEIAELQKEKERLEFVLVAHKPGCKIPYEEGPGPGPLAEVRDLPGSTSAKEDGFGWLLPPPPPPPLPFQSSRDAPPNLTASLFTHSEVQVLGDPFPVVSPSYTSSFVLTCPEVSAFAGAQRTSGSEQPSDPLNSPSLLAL
HTR5A ag: HTR5A agonists in luminescence cell assay, primary screen, counter-screen for OPRM1-OPRD1 heterodimer agonist project, full-deck HTS | 5-hydroxytryptamine receptor 5A (Homo sapiens), P47898 | cell-based | activation, % at 9.3 µM | 340,000 tested, 0.61% active | AID 504692, 2011; in the data active = activation mostly above about 9.5%, no sharp cut-off; inactive = mostly below about 7.6%;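 note: 0% = cells with vehicle only and 100% = reference agonist; strong numbers were not always called active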
NSD2 inh: NSD2 histone methyltransferase inhibitors, primary screen, biochemical, AlphaScreen, single concentration, set 2; inhibition, % at 12.5 µM; 310,000 tested, 0.54% active; NSD2 peptide methylation, 120 min; in the data active = inhibition above about 50%
V-ATPase pHluor: regulators of yeast V-ATPase proton pumping, primary screen, pHLuorin cytosolic pH fluorescence; response, % at 10 µM; AID 504577, 2011; S. cerevisiae; 350,000 tested, 0.37% active; in the data active = response mostly above about 7.3%, no sharp cut-off; inactive = mostly below about 5.4%; note: actives read high; inactives centre near 0; some compounds called inactive have numbers as strong as hits; reference of the scale not given here
HTR5A inv ctr: HTR5A inverse agonists in luminescence cell assay, primary screen, counter-screen for OPRM1-OPRD1 heterodimer inverse agonist project, full-deck HTS. 340,000 tested, 0.083% active. HTR5A cell line, inverse agonism. 5-hydroxytryptamine receptor 5A (Homo sapiens), P47898. AID 504634, 2011. inhibition, % at 9.3 µM; in the data active = inhibition mostly above about 23%, no sharp cut-off; inactive = mostly below about 18%;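 note: 0% = cells with DMSO and 100% = no-cell wells with DMSO; some compounds called inactive have numbers as strong as hits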
Wnt bcat act: Wnt/beta-catenin pathway activators, primary screen, cell-based, plate reader, single point. Wnt/beta-catenin reporter cell assay, activator. activation, % at 9.35 µM. 300,000 tested, 1.2% active. AID 743398, 2014; in the data active = activation above about 30%, passing the limit was not always enough;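 note: 0% = neutral control wells and 100% = positive control wells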
CDK5 inh: inhibitors of human CDK5/p35 kinase, primary screen, biochemical, single concentration | Recombinant CDK5/p35, ADP-Glo luminescence, 60 min | AID 488839, 2010 | inhibition, % at 10 µM | 330,000 tested, 0.01% active;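 active = highest replicate inhibition of at least 50% and at least 75% of replicates reaching 50%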;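 note: plate controls were DMSO neutral control for no effect and GW8510 at 10 µM for full effect; many of its hits are not listed in these tables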
PvdQ acylase: P. aeruginosa PvdQ acylase inhibitors, primary screen, biochemical, fluorescence, plate reader and imaging, single point. purified PvdQ acylase. inhibition, % at 10 µM. 340,000 tested, 0.063% active. AID 488965, 2010; in the data active = inhibition above about 30%, passing the limit was not always enough;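 note: 0% = vehicle neutral wells and 100% = reference inhibitor wells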
MITF act: activators of MITF-driven TRPM1 promoter reporter, primary screen, cell-based, SK-MEL-5, luciferase, single point | SK-MEL-5 TRPM1-promoter luciferase, 24 h; % of positive control, neutral wells = 0 | activation, % at 12.5 µM | 300,000 tested, 0.75% active | AID 588334, 2011;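 active = mean activation of at least 80% with every replicate also reaching 80%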;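 note: 0% = neutral control wells and 100% = parthenolide positive control wells; values of inactives mirror those of a sister screen read the other way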
SR-BI DiI inh: inhibitors of SR-BI mediated HDL lipid uptake, primary screen, ldlA[mSR-BI] cells, fluorescence, single point | Scavenger receptor class B member 1 (Mus musculus), Q61009 | ldlA[mSR-BI] CHO cells, DiI-HDL uptake fluorescence, 3 h | inhibition, % at 12.5 µM | 320,000 tested, 0.96% active | AID 488896, 2010;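 active = mean replicate inhibition of at least 70% and a set share of replicates each scoring 70 or more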;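 note: 0% = median of neutral control wells and 100% = median of positive control wells; values of inactives mirror those of a sister screen read the other way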
Target sequence (Q61009 whole entry, looked up): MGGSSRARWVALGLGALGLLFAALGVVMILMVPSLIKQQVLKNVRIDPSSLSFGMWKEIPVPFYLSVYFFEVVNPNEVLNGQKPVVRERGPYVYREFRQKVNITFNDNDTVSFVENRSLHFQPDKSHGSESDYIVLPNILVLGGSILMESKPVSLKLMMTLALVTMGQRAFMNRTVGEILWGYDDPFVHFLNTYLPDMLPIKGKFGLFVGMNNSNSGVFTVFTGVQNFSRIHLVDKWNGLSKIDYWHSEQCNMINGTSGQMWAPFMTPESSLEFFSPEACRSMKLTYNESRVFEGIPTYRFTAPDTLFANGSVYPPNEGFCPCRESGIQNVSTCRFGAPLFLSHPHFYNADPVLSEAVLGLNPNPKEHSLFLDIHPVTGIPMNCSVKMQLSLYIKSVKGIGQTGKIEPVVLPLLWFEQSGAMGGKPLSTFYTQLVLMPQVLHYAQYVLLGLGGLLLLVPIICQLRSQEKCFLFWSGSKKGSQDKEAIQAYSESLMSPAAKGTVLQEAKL
The depositor's hits bear a star; . = not tested or not shown; & = joins results of further samples. Only part of the results is shown; the hit share may differ from the screen's.

SMILES	dFosB act	HTR5A ag	NSD2 inh	V-ATPase pHluor	HTR5A inv ctr	Wnt bcat act	CDK5 inh	PvdQ acylase	MITF act	SR-BI DiI inh
CC12CC[C@H]3[C@@H](CCC4(O)C[C@H](O)CCC34/C=N/NC(=O)c3ccccc3Cl)C1(O)CCC2C1=CC(=O)OC1 (stereo not given in full)	0	4	.	2	-13	2	0.8	-6	-22	.
O=C1NC(=O)C2(Cc3ccccc3N3CCCC32)C(=O)N1c1ccccc1 (stereo not given)	-6	0	18	6	-10	-6	-1.4	-9	4	1
CN1CCN(Cc2ccc(Br)s2)CC1	6	4	1	2	-27	.	-0.1	14	-9	15
Cc1ccc(/C=C2\C(=O)NC(=O)N(Cc3ccccc3Cl)C2=O)o1	-2	-1	4	12	3	-4	-4.8	-10	-30	-11
N#CC1=C(N)Oc2c(c(=O)oc3ccccc23)C1c1ccncc1 (stereo not given)	-12	-1	-1	-4	11	-1	0.2	0	-4	12
O=C1NC(=O)N(c2ccc(Cl)cc2)C(=O)/C1=C\c1ccc(Sc2nc3ccccc3[nH]2)o1	12	-5	43	-8	13	0	-6.1	11	-7	-6
COc1ccccc1C1=NCc2nnc(CSC)n2-c2ccc(Cl)cc21	-2	1	2	-1	12	2	1.1	24	.	1
Cc1oc(C(=O)Nc2ccc(O)cc2)cc1COc1ccccc1	-10	0	11	0	-29	6	0.3	-18	10	29
O=c1[nH]c(=O)n(-c2ccccc2)c(O)c1/C=C1/C(c2ccccc2)=Nc2ccccc21	-13	0	48	2	8	28	0.6	-3	1	34
Cc1nn(Cc2ccccc2)c(C)c1C(=O)O	-3	3	-1	-1	-4	-1	-3.9	0	2	-9
c1ccc(Nc2ccc(Nc3ccccc3)cc2)cc1	-1	4	.	2	-16	30	1.9	-7	86*	31
C=CCN1CC[C@]23c4c5ccc(O)c4OC2[C@H](O)CC[C@@]3(O)[C@H]1C5 (stereo not given in full)	-10	-4	.	-1	9	4	-2.3	-9	-3	-34
CCN(CC)CCCOC(=O)C(OC)(c1ccccc1)c1ccccc1	6	-5	6	-1	-8	-1	0.3	-5	-2	11
O=C(c1cc(=O)[nH]c2ccc(Br)cc12)N1CCC2(CC1)OCCO2	-2	1	.	3	-34	.	1.1	13	3	-20
COc1cc(C(O)CNC(C)C)cc(F)c1OC (stereo not given)	1	1	.	13	-26	0	0.4	20	5	-2
Cn1c(O)c(C2=NNC(c3ccc(Cl)cc3)C2)c(=O)n(C)c1=O (stereo not given)	-6	-4	-1	-4	32	-1	1.3	5	.	-4
COC(=O)C1=C(c2ccc(F)cc2F)C[C@@H]2CC[C@H]1N2C(=O)NCCOc1ccccc1Cl	-14	10	.	2	-27	.	1.8	-13	-10	13
COc1cccc(C2(C#N)CCN(C)CC2)c1	-1	0	-3	-2	-64	-1	1.1	-1	-3	-20
CCCNC(=O)N1[C@H]2CC[C@@H]1C(C(=O)OC)=C(c1ccc3ccccc3c1)C2	0	8	.	-5	-23	.	-1.3	4	-2	-13
COC(=O)Nc1ccc(N=C(N)N[N+](=O)[O-])cc1	-7	-1	0	5	2	0	-3.4	-14	3	-7
CNC(=O)Oc1cccc2ccccc12	5	4	-1	-1	-11	15	-0.2	0	.	3
COC(=O)C1=C(N)OC(C)=C(C(C)=O)C12C(=O)N(C)c1ccccc12 (stereo not given)	-7	11	-1	6	-29	1	0.6	11	-5	-19
Cc1nc2cc([N+](=O)[O-])ccc2c(=O)n1-c1ccccc1[N+](=O)[O-]	2	0	0	-2	12	8	0.1	-3	-12	-23
CCCCCCCCN=Cc1c(O)[nH]c(=O)[nH]c1=O	5	.	0	2	.	3	0.7	6	.	-3
CNC(=O)CSP(=S)(OC)OC	0	-2	.	2	7	2	-0.3	-3	-4	-10
Cc1ccc(/C=C2/C(=O)NC(=O)N(CCc3ccc(F)cc3)C2=O)s1	-31	-4	9	6	11	.	-3.0	-8	0	-6
COc1cccc(O)c1CN1CCCC(C(=O)c2sccc2C)C1 (stereo not given)	-9	-2	0	-2	-13	-1	-1.9	-6	-7	-1
CN(C)Cc1c[nH]c2cc([N+](=O)[O-])ccc12	2	-3	1	-3	10	-6	1.3	-17	7	14
COC(=O)C1=C(c2ccc(F)cc2F)C[C@@H]2CC[C@H]1N2C(=O)NCCOc1ccccc1	-4	5	.	6	-6	6	-2.6	-7	-5	10
COc1ccc(CCNC2CCCCCC2)cc1	-4	-4	23	-1	17	1	-2.9	-10	.	9
CCCNC(=O)N1[C@H]2CC[C@@H]1C(C(=O)OC)=C(c1ccc(OC)c(OC)c1)C2	6	0	.	-2	16	-2	-5.7	-6	-1	-9
O=C(CN1C2CCC1CC(O)(c1cccnc1)C2)Nc1ccc2c(c1)OCO2 (stereo not given)	0	-3	0	-7	-4	.	2.7	5	2	11
NCC1(c2ccc3c(c2)OCCO3)CCCC1	8	1	2	-2	-4	-4&1	0.3	-10	2	-3
Cc1cc(=O)oc2cc3c(cc12)CCCN3	2	1	-4	2	-4	3	-0.2	-70	28	-6
COc1ccc(NC2=NCCCS2)cc1OC	-5	1	1	0	-6	-2	0.9	-6	4	-2
c1cc(CNCCc2ccc3c(c2)OCO3)ccn1	-9	-2	8	0	8	-1	0.6	-10	0	-37
O=c1[nH]c(CN2CCNCC2)nc2ccccc12	4	-2	-8	4	5	.	-2.8	-30	-20	-11
Cc1ccc(O)c(C)c1	0	0	.	-7	1	7	1.0	3	7	-2
Cc1ccc2c(c1)CC1(CN2C)C(=O)NC(=O)N(c2ccccc2C)C1=O (stereo not given)	5	0	0	-2	-4	.	0.0	-13	-12	-4
CCCCC(CC)COC(=O)c1ccccc1C(=O)OCC(CC)CCCC (stereo not given)	6	5	.	-5	-40	-1	-0.7	1	-1	-8
O=c1[nH]c(=O)n(Cc2ccco2)c(O)c1/C=N/N1CCCCC1	2	2	4	-1	-43	30	0.7	2	0	-14
COc1cc(/C=N/NP(=S)(c2ccccc2)c2ccccc2)ccc1O	-3	0	.	1	23	.	1.0	-2	-1	-15
CN1CCN(c2ncc(C=O)s2)CC1	2	0	1	-4	0	1	1.9	-9	-4	-10
CC(C)OP(=O)(OC(C)C)C(O)c1ccccc1F (stereo not given)	3	3	0	4	-4	-6	-0.9	-5	5	-15
O=c1nc(/C=C/c2ccc(Cl)cc2Cl)cc(C(F)(F)F)[nH]1	-15	3	7	-3	-10	-1	2.2	7	.	-21
O=S(=O)(c1ccccc1)N1CCCCC1c1cccnc1 (stereo not given)	1	-1	-3	3	-3	.	4.1	-2	-4	13
COc1ccc(N2C(=O)/C(=C/c3ccc(OC)c(OC)c3)C(=O)NC2=S)cc1	-1	0	21	-2	-1	0	1.6	-14	.	-27
O=C(N/N=C/c1c(O)n(C2CCCCC2)c(=S)[nH]c1=O)c1ccccc1O	8	7	-3	1	-27	0	-1.2	-10	-8	130*
CC(=Nc1ccc2c(c1)CCC2)c1c(O)n(C2CCCCC2)c(=O)[nH]c1=O	1	0	-2	2	-16	3	0.3	9	.	9
Cc1ccc(-n2c(O)c(C=N)c(=O)n(-c3ccc(C)cc3)c2=O)cc1	2	2	-2	1	-7	-2	0.3	-20	-4	-25
Oc1ccc(/C=N/NP(=S)(c2ccccc2)c2ccccc2)cc1O	-9	-2	23	0	3	.	0.2	-5	-5	-19
COC(=O)C1=C(c2cccc(OCc3ccccc3)c2)C[C@@H]2CC[C@H]1N2C(=O)NCc1ccc2[nH]ccc2c1	-8	0	.	-1	0	-5	-0.6	-2	6	42
C=C1C(C)C2C(Cc3ccccc3)NC(=O)C23C(OC(C)=O)C=CC(C)(O)CC(C)CC=CC3C1O (stereo not given)	-6	6	.	1	-22	-3	-1.0	-8	2	-14
CCCCC1(CCC)C(=O)NC(=S)NC1=O	-1	0	-1	-6	2	-2	-0.1	11	1	-6
CN1CCC(N2CC3CC(C2)c2cccc(=O)n2C3)CC1 (stereo not given)	1	3	4	-1	-8	.	0.5	-12	-5	-25
COc1cc2c(cc1OC)-c1c(OC)c(OC)cc3c1[C@H](C2)[N+](C)(C)CC3	4	-10	.	2	24	0	-0.8	1	-1	-12
CN1C(=O)/C(=C/c2cccn2-c2ccc3ccccc3c2)C(=O)NC1=S	-15	1	6	2	4	.	-3.2	-12	-68	9
CCN(C(=O)COC(=O)C(O)(c1ccccc1)c1ccccc1)c1c(N)n(Cc2ccccc2)c(=O)[nH]c1=O	-6	-2	-1	0	7	0	-1.2	3	-9	14
O=C(Nc1ccc(Cl)cc1C(=O)c1ccccc1)c1ccccc1	0	-1	1	4	2	.	-0.8	-4	11	23
COC(=O)C1=C(c2ccc(S(C)(=O)=O)cc2)C[C@@H]2CC[C@H]1N2C(=O)N1CCOCC1	-1	-1	.	8	-2	-1	0.4	-6	3	-2
O=P(N1CC1)(N1CC1)N1CCc2ccccc21	3	1	2	-4	-5	-2	0.1	2	-6	2
COc1ccc(N=Cc2c(O)n(C)c(=O)[nH]c2=O)cc1	1	-4	0	6	11	-2	0.1	-4	43	-21
CCC(=NCCC1=CCCCC1)c1c(O)[nH]c(=O)[nH]c1=O	3	0	-4	-1	-1	.	0.9	-18	6	-11

Among those listed so far, these contain a Cl atom.
SMILES	dFosB act	HTR5A ag	NSD2 inh	V-ATPase pHluor	HTR5A inv ctr	Wnt bcat act	CDK5 inh	PvdQ acylase	MITF act	SR-BI DiI inh
CC12CC[C@H]3[C@@H](CCC4(O)C[C@H](O)CCC34/C=N/NC(=O)c3ccccc3Cl)C1(O)CCC2C1=CC(=O)OC1 (stereo not given in full)	0	4	.	2	-13	2	0.8	-6	-22	.
Cc1ccc(/C=C2\C(=O)NC(=O)N(Cc3ccccc3Cl)C2=O)o1	-2	-1	4	12	3	-4	-4.8	-10	-30	-11
O=C1NC(=O)N(c2ccc(Cl)cc2)C(=O)/C1=C\c1ccc(Sc2nc3ccccc3[nH]2)o1	12	-5	43	-8	13	0	-6.1	11	-7	-6
COc1ccccc1C1=NCc2nnc(CSC)n2-c2ccc(Cl)cc21	-2	1	2	-1	12	2	1.1	24	.	1
Cn1c(O)c(C2=NNC(c3ccc(Cl)cc3)C2)c(=O)n(C)c1=O (stereo not given)	-6	-4	-1	-4	32	-1	1.3	5	.	-4
COC(=O)C1=C(c2ccc(F)cc2F)C[C@@H]2CC[C@H]1N2C(=O)NCCOc1ccccc1Cl	-14	10	.	2	-27	.	1.8	-13	-10	13
O=c1nc(/C=C/c2ccc(Cl)cc2Cl)cc(C(F)(F)F)[nH]1	-15	3	7	-3	-10	-1	2.2	7	.	-21
O=C(Nc1ccc(Cl)cc1C(=O)c1ccccc1)c1ccccc1	0	-1	1	4	2	.	-0.8	-4	11	23

Assay outcomes deposited in PubChem by several laboratories.
